Screens (PubChem)
NALP1 inh – NALP1 inhibition. S. cerevisiae NALP1/ASC/caspase-1 growth, X-gal OD620, 72 h. inhibition, % at 10 µM. 280,000 tested, 0.61% active; in the data active = inhibition mostly above about 24%, no sharp cut-off; inactive = mostly below about 32%; note: some compounds called inactive have numbers as strong as hits
MEKK2 mut-MEK5 – signal of MEK5 binding to mutant human MEKK2 PB1 domain. AID 1530. percent response, % at 10 µM. bead flow cytometry, Alexa488-MEK5 binding to MEKK2 mutant. 290,000 tested, 0.35% active; in the data active = percent response above about 24%, passing the limit was not always enough; note: inactives centre near 1; some results filed as inactive read as strong as hits; reference of the scale not given here
GPR7 antag – blocks human GPR7 receptor signaling | inhibition, % at 4.4 µM | P48145 | GPR7-expressing cells, fluorescence antagonist assay | 290,000 tested, 1.1% active | AID 1861; in the data active = inhibition above about 16%, passing the limit was not always enough;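 note: cells stimulated with the agonist NPW; 0% = agonist with vehicle and 100% = vehicle without agonist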
MEKK3 PB1 HTS – raises or lowers MEK5 binding to the human MEKK3 PB1 domain | 290,000 tested, 1.4% active | binding response (% of control), % at 10 µM | AID 1529 | bead-based flow cytometry, Alexa488-MEK5 binding to MEKK3; actives lie on both sides; 0 = blocked by unlabeled MEK5, 100 = vehicle | Q99759;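 active = binding response more than 3 SD above or below the average of its plate-row segment, actives on both sides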;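 note: Alexa488 bead fluorescence after subtracting the streptavidin-only scavenger bead signal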
V1aR counter – counter-screen for oxytocin receptor agonists: human V1a receptor agonists | P37288 | CHO-V1R cells, Fluo-8 calcium fluorescence, agonist mode; 0% DMSO, 100% 3 nM vasopressin | activation, % at 3 µM | 320,000 tested, 0.25% active | AID 2797;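 active = activation above the mean activation of all tested compounds plus 3 SD, per screening run, cut at about 20% in these data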;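 note: signal is peak over basal fluorescence ratio across a 100 second FLIPR read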
Target sequence (P37288 whole entry, looked up): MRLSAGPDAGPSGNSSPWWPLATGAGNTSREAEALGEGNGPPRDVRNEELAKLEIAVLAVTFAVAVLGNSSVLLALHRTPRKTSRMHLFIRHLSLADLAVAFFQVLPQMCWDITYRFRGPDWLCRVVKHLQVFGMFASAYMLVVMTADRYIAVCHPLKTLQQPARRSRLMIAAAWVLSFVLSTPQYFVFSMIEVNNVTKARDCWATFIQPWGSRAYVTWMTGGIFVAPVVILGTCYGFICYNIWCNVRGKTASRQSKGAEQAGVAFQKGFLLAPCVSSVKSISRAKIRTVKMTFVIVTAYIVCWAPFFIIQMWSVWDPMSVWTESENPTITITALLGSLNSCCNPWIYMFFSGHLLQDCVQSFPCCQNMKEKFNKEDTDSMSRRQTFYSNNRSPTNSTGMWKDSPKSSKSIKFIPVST
MEKK2 WT-MEK5 – raises or lowers MEK5 binding to wildtype human MEKK2 PB1 domain; bead flow cytometry, Alexa488-MEK5 binding to MEKK2 WT; actives lie on both sides; binding response (% of control), % at 10 µM; AID 1531; 290,000 tested, 1.1% active; in the data active = binding response below about 67% or above about 130%
GalR3 antagonist – blocks the human galanin receptor 3. inhibition, % at 3 µM. 360,000 tested, 0.44% active. O60755. AID 651719. HEK293 GalR3-CNG cAMP membrane potential fluorescence; galR3 body fused to GalR1 C-terminus;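 active = inhibition above the screen-wide average plus 3 SD, cut at about 13% in these data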;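 note: forskolin and galanin both at EC90 stimulate the cells; cAMP rise reported by CNG channel membrane potential dye signal; 0% = forskolin plus galanin with DMSO and 100% = forskolin alone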
Target sequence (O60755 1-299 limits assumed): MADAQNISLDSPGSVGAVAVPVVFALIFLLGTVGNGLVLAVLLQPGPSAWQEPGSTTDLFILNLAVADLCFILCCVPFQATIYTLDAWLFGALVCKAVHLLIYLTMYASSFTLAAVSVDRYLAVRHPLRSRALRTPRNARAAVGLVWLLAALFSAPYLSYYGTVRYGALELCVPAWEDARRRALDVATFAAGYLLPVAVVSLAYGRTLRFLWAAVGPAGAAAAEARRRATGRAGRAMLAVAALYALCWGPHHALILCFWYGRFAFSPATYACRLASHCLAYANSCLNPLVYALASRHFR
PHOSPHO1 block – inhibitors of human PHOSPHO1 phosphatase; recombinant PHOSPHO1, absorbance phosphatase assay; inhibition, % at 13.3 µM; 290,000 tested, 1.1% active; in the data active = inhibition above about 60%
OXTR ag – agonists of human oxytocin receptor; 320,000 tested, 0.32% active; CHO-OTR cells, Fluo-8 calcium fluorescence; normalized: DMSO 0%, oxytocin 100%; activation, % at 3 µM; P30559;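 active = activation above the mean of all tested compounds plus 3 SD, cutoff set per screening run, cut at about 20% in these data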;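 note: peak over basal fluorescence ratio from a 100 s FLIPR kinetic read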
* hit, by the source's call; . = not tested or not shown. The order is random. Share with any hit: about 5.4%.

| structure | NALP1 inh | MEKK2 mut-MEK5 | GPR7 antag | MEKK3 PB1 HTS | V1aR counter | MEKK2 WT-MEK5 | GalR3 antagonist | PHOSPHO1 block | OXTR ag |
| --- | --- | --- | --- | --- | --- | --- | --- | --- | --- |
| CCc1nc(N2CCC3(CC2)OCCO3)c2nnn(Cc3ccccc3Cl)c2n1 | 6 | -6 | -15 | 99 | -1.0 | 98 | 1 | 4 | -1.0 |
| Cc1nnc(SCC(=O)Nc2ccccc2N2CCOCC2)s1 | 2 | 2 | -2 | 102 | 0.0 | 97 | -3 | -10 | -0.5 |
| CC#CC[N+](C)(C)CCCCCC | -14 | -2 | -10 | 96 | 0.5 | 95 | -3 | -4 | 1.3 |
| CCCCCCC(O)(CCN1CCCCC1)c1ccccc1 (configuration not stated) | 31 | 6 | 15 | 108 | 1.8 | 108 | -11 | 24 | 3.0 |
| N#Cc1c(N)nc(SCc2ccncc2)c(C#N)c1-c1cccs1 | 24 | -6 | -11 | 83 | 7.0 | 92 | 75* | 4 | 13 |
| Cc1ccc(-c2nc3c(c(SCC(=O)N4CCOCC4)n2)Cc2c(CO)cnc(C)c2O3)cc1 | 1 | 1 | -10 | 100 | -0.6 | 96 | 4 | 32 | -0.8 |
| O=C(NCc1ccco1)C(c1cccnc1)N(C(=O)Cn1nnc2ccccc21)c1ccc(F)cc1 (configuration not stated) | 3 | 2 | -10 | 103 | 0.2 | 109 | 5 | 1 | -0.7 |
| NS(=O)(=O)c1ccc(CCNc2ncnc3c2c(-c2ccccc2)cn3-c2ccc(F)cc2)cc1 | 32 | 3 | 2 | 102 | 0.6 | 99 | 0 | -6 | -0.4 |
| COc1ccc(N/N=C(\C#N)C(=O)NCCc2ccc(OC)c(OC)c2)cc1 | 18 | 2 | -16 | 99 | 0.3 | 95 | -6 | 21 | -3.1 |
| O=C(COC(=O)c1cc(Br)ccc1Cl)NC1CCCC1 | -12 | 2 | -14 | 109 | -0.9 | 111 | -4 | -10 | -2.0 |
| COCCN1Cc2cccc(C(=O)NCc3cccnc3)c2C1=O | -11 | 9 | -14 | 115 | -0.6 | 110 | . | -9 | 0.2 |
| CCCCCCNC(=O)C(=O)NCCc1ccc(Cl)cc1 | 2 | 4 | -8 | 109 | 0.2 | 101 | 3 | 52 | 0.1 |

Given with two lines to a compound: 3 of the compounds above
The line under a structure holds: NALP1 inh | MEKK2 mut-MEK5 | GPR7 antag | MEKK3 PB1 HTS | V1aR counter | MEKK2 WT-MEK5 | GalR3 antagonist | PHOSPHO1 block | OXTR ag
Cc1nnc(SCC(=O)Nc2ccccc2N2CCOCC2)s1
 : 2 | 2 | -2 | 102 | 0.0 | 97 | -3 | -10 | -0.5
CC#CC[N+](C)(C)CCCCCC
 : -14 | -2 | -10 | 96 | 0.5 | 95 | -3 | -4 | 1.3
CCCCCCC(O)(CCN1CCCCC1)c1ccccc1 (configuration not stated)
 : 31 | 6 | 15 | 108 | 1.8 | 108 | -11 | 24 | 3.0

Further results
| structure | NALP1 inh | MEKK2 mut-MEK5 | GPR7 antag | MEKK3 PB1 HTS | V1aR counter | MEKK2 WT-MEK5 | GalR3 antagonist | PHOSPHO1 block | OXTR ag |
| --- | --- | --- | --- | --- | --- | --- | --- | --- | --- |
| O=C(CCN1C(=O)/C(=C/c2ccccc2Cl)SC1=S)NCCc1ccc(O)cc1 | 16 | 0 | -11 | 104 | 4.9 | 101 | 2 | 45 | 4.9 |
| C=CCn1c(CNC(=O)c2cccs2)nnc1SCc1ccc(Cl)cc1Cl | 14 | 9 | -2 | 101 | 0.4 | 100 | -5 | -4 | 0.4 |
| Cc1cc(N2C(=O)C3C4C=CC(C4)C3C2=O)ccc1Br (configuration not stated) | 36 | -3 | 25 | 100 | 1.6 | 97 | 0 | 11 | 0.2 |
| O=C1/C(=C/c2cccnc2)CCc2c1[nH]c1ccccc21 | -6 | -13 | -6 | 80 | -1.2 | 79 | -2 | 23 | -2.1 |
| C=CCOC(=O)C1=C[C@H](C(C)(C)C)[C@@H](CCCO)[C@H](OCC)O1 | . | -5 | . | 98 | -1.4 | 95 | -5 | . | -1.8 |
| CNC(=O)CS(=O)CC(=O)Nc1cc(OC(C)C)c(Cl)cc1Cl (configuration not stated) | 0 | -4 | -17 | 97 | 0.8 | 97 | -7 | 41 | -0.8 |
| CC(C)(O)C#Cc1ccc(C(=O)N2CCN(c3ccc([N+](=O)[O-])cc3)CC2)cc1 | 0 | 1 | -3 | 100 | 3.4 | 95 | -3 | 36 | 1.9 |
| COc1ccc(CCNC(=O)c2c(C)cc(=O)oc2C)cc1OC | -2 | 13 | 7 | 116 | 0.4 | 115 | -7 | 12 | 0.7 |
| COc1cc(C(=O)NCCCN(C)C)ccc1OCC(=O)Nc1cccc(C(F)(F)F)c1 | 3 | 0 | 0 | 107 | 1.1 | 106 | -1 | 20 | -0.3 |
| CCOC(=O)Cn1cnc2scc(-c3ccc(C)cc3)c2c1=O | 2 | 5 | -14 | 106 | -0.6 | 105 | -4 | 19 | -1.0 |
| Oc1ccc(/C=N/NC(=S)Nc2cccnc2)cc1O | 12 | -1 | 1 | 104 | -0.2 | 101 | -4 | 3 | -1.1 |
| CCOc1ccc(OCCCN(C)C)cc1 | 13 | -3 | 1 | 93 | -0.1 | 93 | -7 | -20 | -0.7 |

With a hit mark in GalR3 antagonist (from the list above):
molecule | NALP1 inh | MEKK2 mut-MEK5 | GPR7 antag | MEKK3 PB1 HTS | MEKK2 WT-MEK5 | GalR3 antagonist | PHOSPHO1 block
N#Cc1c(N)nc(SCc2ccncc2)c(C#N)c1-c1cccs1 | 24 | -6 | -11 | 83 | 92 | 75* | 4

Taken from above:
Value of `CCOc1ccc(OCCCN(C)C)cc1` under MEKK3 PB1 HTS: 93
Value of `O=C1/C(=C/c2cccnc2)CCc2c1[nH]c1ccccc21` under MEKK2 mut-MEK5: -13
Value of `C=CCn1c(CNC(=O)c2cccs2)nnc1SCc1ccc(Cl)cc1Cl` under MEKK2 WT-MEK5: 100
Value of `Oc1ccc(/C=N/NC(=S)Nc2cccnc2)cc1O` under PHOSPHO1 block: 3
Value of `CC(C)(O)C#Cc1ccc(C(=O)N2CCN(c3ccc([N+](=O)[O-])cc3)CC2)cc1` under NALP1 inh: 0
Value of `CNC(=O)CS(=O)CC(=O)Nc1cc(OC(C)C)c(Cl)cc1Cl` (configuration not stated) under GPR7 antag: -17
Value of `Cc1cc(N2C(=O)C3C4C=CC(C4)C3C2=O)ccc1Br` (configuration not stated) under OXTR ag: 0.2

(list continues)
| structure | NALP1 inh | MEKK2 mut-MEK5 | GPR7 antag | MEKK3 PB1 HTS | V1aR counter | MEKK2 WT-MEK5 | GalR3 antagonist | PHOSPHO1 block | OXTR ag |
| --- | --- | --- | --- | --- | --- | --- | --- | --- | --- |
| Cc1ccc(NC(=O)N2CCCCCC2)c(C)c1 | 0 | 0 | -16 | 100 | . | 99 | -4 | 31 | . |
| O=C(CSc1n[nH]c(-c2ccc(S(=O)(=O)N3CCCCC3)cc2)n1)Nc1nccs1 | 11 | -1 | 10 | 101 | 8.0 | 100 | -8 | -13 | 4.7 |
| COc1ccc(CCn2c(SCCN3CCCCC3)nc3ccccc3c2=O)cc1OC | 34* | -5 | 36* | 106 | -0.8 | 114 | -9 | 28 | -0.1 |
| Cn1cnnc1SCC(=O)Nc1ccc(OC(F)F)cc1 | 6 | 2 | -6 | 101 | 1.2 | 93 | -6 | 28 | -0.5 |

Gathered by group, those above with an NH in an aromatic ring (two)
| structure | NALP1 inh | MEKK2 mut-MEK5 | GPR7 antag | MEKK3 PB1 HTS | V1aR counter | MEKK2 WT-MEK5 | GalR3 antagonist | PHOSPHO1 block | OXTR ag |
| --- | --- | --- | --- | --- | --- | --- | --- | --- | --- |
| O=C1/C(=C/c2cccnc2)CCc2c1[nH]c1ccccc21 | -6 | -13 | -6 | 80 | -1.2 | 79 | -2 | 23 | -2.1 |
| O=C(CSc1n[nH]c(-c2ccc(S(=O)(=O)N3CCCCC3)cc2)n1)Nc1nccs1 | 11 | -1 | 10 | 101 | 8.0 | 100 | -8 | -13 | 4.7 |
